Assay outcomes deposited in PubChem by several laboratories.
NadD inh – NadD (S. aureus) enzyme inhibition; purified NadD enzyme, colorimetric absorbance read-out; inhibition, % at 20 µM; 360,000 compounds, 0.78% hits; in the data active = inhibition above about 26%; also: some compounds past the cut are filed as inactive
STEP block – STEP (human) phosphatase inhibition | P54829 | recombinant STEP, OMFP fluorogenic substrate, fluorescence | inhibition, % at 20 µM | 360,000 compounds, 0.25% hits;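 active = inhibition at 20 µM, scaled per plate between control wells, above about 37%, limit read from the data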;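 also: 0% = DMSO with enzyme and substrate and 100% = substrate only without enzyme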
Target sequence (P54829 whole entry, looked up): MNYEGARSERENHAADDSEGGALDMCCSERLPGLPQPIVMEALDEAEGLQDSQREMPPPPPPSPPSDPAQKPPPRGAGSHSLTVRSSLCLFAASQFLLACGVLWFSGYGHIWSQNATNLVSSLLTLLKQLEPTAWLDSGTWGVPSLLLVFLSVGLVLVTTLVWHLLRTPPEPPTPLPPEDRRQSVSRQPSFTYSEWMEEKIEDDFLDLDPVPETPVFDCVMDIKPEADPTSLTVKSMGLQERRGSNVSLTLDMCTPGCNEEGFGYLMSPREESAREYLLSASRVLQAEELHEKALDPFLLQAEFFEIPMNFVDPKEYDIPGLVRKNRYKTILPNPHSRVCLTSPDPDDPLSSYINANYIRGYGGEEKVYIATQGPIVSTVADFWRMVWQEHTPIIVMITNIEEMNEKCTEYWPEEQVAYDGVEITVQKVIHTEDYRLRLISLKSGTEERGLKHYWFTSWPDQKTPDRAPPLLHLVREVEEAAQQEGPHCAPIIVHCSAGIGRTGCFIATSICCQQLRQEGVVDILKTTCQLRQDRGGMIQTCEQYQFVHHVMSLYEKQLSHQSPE
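material = STEP tyrosine phosphatase | reagent = fluorogenic phosphatase substrate OMFP at 25 µM final | doses = single compound dose of 20 µM, 1% DMSO final | schedule = 20 min reaction, room temperature, in the dark | measured by = fluorescence, 480/540 nm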
Rpn11 block – blocks the human proteasome subunit Rpn11; O00487; 360,000 compounds, 0.59% hits; AID 588493; calls only at 20 µM; human 26S proteasome, Ub4-pepOG fluorescence polarization; 20S core pre-blocked with epoxomicin;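 active = inhibition at 20 µM, scaled to each plate's controls, above about 33%, limit read from the data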
Target sequence (O00487 whole entry, looked up): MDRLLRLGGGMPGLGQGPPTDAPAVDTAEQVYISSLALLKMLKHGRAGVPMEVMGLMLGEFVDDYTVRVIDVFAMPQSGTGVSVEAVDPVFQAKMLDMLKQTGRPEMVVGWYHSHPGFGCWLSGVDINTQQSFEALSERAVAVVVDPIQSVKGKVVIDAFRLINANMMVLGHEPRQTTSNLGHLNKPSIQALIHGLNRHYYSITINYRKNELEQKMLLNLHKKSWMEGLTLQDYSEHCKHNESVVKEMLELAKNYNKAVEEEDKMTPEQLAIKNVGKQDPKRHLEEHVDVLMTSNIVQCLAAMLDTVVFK
CSN inh – CSN deneddylation inhibition. Q92905. Purified CSN, SCF-Nedd8-OG deneddylation, fluorescence polarization. inhibition, % at 12.5 µM. 360,000 compounds, 0.38% hits;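 active = pattern-corrected inhibition above about 35%, with an unprinted fluorescence ratio check between 0.5 and 1.5, limit read from the data, passing the limit was not always enough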;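 also: 0% = enzyme with substrate and 100% = substrate without enzyme; some results filed as inactive read as strong as hits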
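Test system: Human Csn5 produced in HEK293T cells | Compound: 12.5 µM single point | Times: 90 min, room temperature | Signal: Fluorescence polarization readout | Read-out basis: % inhibition of substrate cleavage by Csn5 | Controls: no-enzyme wells high, enzyme-with-substrate wells low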
DNMT1 block – blocks human DNA methyltransferase DNMT1 | P26358 | DNMT1 molecular beacon, Hinp1I cleavage, fluorescence | inhibition (reported as % activation of signal), % at 10 µM | 360,000 compounds, 0.83% hits | AID 588458; in the data active = inhibition above about 50%
Scp1 inh – inhibitors of human Scp-1 phosphatase. Q9GZU7. Recombinant Scp1, phosphopeptide, malachite green phosphate absorbance. 340,000 compounds, 0.88% hits. inhibition, % at 20 µM;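 active = inhibition above about 50% at 20 µM, limit read from the data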;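 also: plate controls were DMSO wells with enzyme for no effect and wells lacking enzyme for full effect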
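Times: enzyme reaction 45 min at room temperature, colour 5 min, stabilisation 30 min. Material: SCP-1 catalytic fragment, aa 76-261. Medium: Acidic Tris acetate buffer with magnesium and detergent. Signal: colorimetric free-phosphate detection, absorbance 630 nm. Read-out basis: % inhibition of SCP-1 phosphate liberation. Reagent: Phosphorylated 17-residue peptide substrate.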
LMPTP block – LMPTP (human) inhibition | P24666 | 360,000 compounds, 0.22% hits | recombinant LMPTP-A, OMFP fluorogenic substrate, fluorescence intensity | inhibition, % at 20 µM;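 active = compounds that cut the enzyme signal by at least half of the control window in the single-dose screen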;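 also: plate controls were DMSO wells with enzyme plus substrate for no effect and substrate without enzyme for full effect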
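Buffer or medium: Bis-Tris pH 6.0, DTT, detergent; Assay system: LMPTP-A enzyme; Quantity: 0.625 nM enzyme; Detection: endpoint fluorescence intensity; Times: 50 min dark incubation at room temperature; Controls: substrate-only low control, DMSO enzyme-plus-substrate high control; Doses: single 20 µM dose; Read-out: percent inhibition versus substrate-only and uninhibited controls; Reagent: 400 µM OMFP.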
Tb MetRS inh – blocks T. brucei methionyl-tRNA synthetase activity; purified T. brucei MetRS, ATP depletion, Kinase-Glo luminescence; inhibition, % at 11.9 µM; 360,000 compounds, 0.4% hits;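 active = inhibition above a per-plate cutoff of the control wells' mean inhibition plus 3 SD, cut at about 5.5% in these data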;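 also: 0% = DMSO wells median and 100% = median of wells with control inhibitor compound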
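Assay system: T. brucei methionyl-tRNA synthetase, purified | Medium: HEPES buffer with MgCl2, KCl, DTT, spermine, BSA, pyrophosphatase | Compound: 11.9 µM single point | Incubation: 15 min enzyme-compound preincubation, 2 h reaction, 10 min detection, 25 °C | Measured by: Kinase-Glo luciferase luminescence reporting remaining unconsumed ATP | Measure: % inhibition normalized to control-well medians | Replication: Singlicate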
MLLE-PAM2 inh – inhibitors of microRNA-mediated deadenylation, human PABP1 MLLE binding | 360,000 compounds, 0.36% hits | P11940 | AID 588489 | GST-MLLE / FITC-PAM2 fluorescence polarization | inhibition, % at 20 µM; in the data active = inhibition above about 35%, passing the limit was not always enough;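 also: plate controls were DMSO wells with GST-MLLE for no effect and wells lacking GST-MLLE protein for full effect; some results filed as inactive read as strong as hits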
SUMO1 PPI mod – modulators of human SUMO1-mediated protein-protein interactions; P63165; SUMO1 binding to a labelled peptide, TR-FRET, 1 h; inhibition, % at 20 µM; 360,000 compounds, 0.33% hits; AID 602429; in the data active = inhibition above about 37%
Target sequence (P63165 whole entry, looked up): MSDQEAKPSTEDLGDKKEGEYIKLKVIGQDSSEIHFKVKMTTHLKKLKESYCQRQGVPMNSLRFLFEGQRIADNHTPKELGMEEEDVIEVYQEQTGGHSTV
Active calls of the source: *; i = inactive; nt = no result given.

SMILES | NadD inh | STEP block | Rpn11 block | CSN inh | DNMT1 block | Scp1 inh | LMPTP block | Tb MetRS inh | MLLE-PAM2 inh | SUMO1 PPI mod
Cc1occc1-c1nnc(SCC(=O)N2CCOCC2)n1CCc1ccccc1 | -4 | 0 | i | 1 | 5 | -2 | -0.3 | 0.1 | 11 | 5
CC(C)c1ccc(NC(=O)CNC(=O)Cn2cnc3ccccc3c2=O)cc1 | 1 | -4 | i | -3 | 1 | -2 | 5.5 | -0.7 | 0 | 2
COc1ccc(C(=O)NCCCNc2nc3cc(C)cc(C)c3cc2C#N)cc1 | 7 | 1 | i | -1 | -4 | nt | 1.5 | -0.5 | -7 | -3
CN(C)S(=O)(=O)c1ccc(Cl)c(NC(=O)COC(=O)CCSc2ccccc2)c1 | -8 | -1 | i | -9 | 1 | -3 | 0.9 | -1.6 | 19 | 4
Cc1ccc(OCCCC(=O)N(C)CC(=O)Nc2c(C)cccc2C)cc1 | -3 | -3 | i | 6 | 10 | nt | -2.8 | -0.5 | -40 | -2
O=C(CN1CCc2ccccc21)NC(=O)NCc1ccco1 | 4 | -1 | i | 6 | -8 | -3 | -0.9 | -0.1 | -3 | -2
O=C(Nc1ccc(S(=O)(=O)Nc2ncccn2)cc1)C1CC(=O)N(c2ccc(Cl)cc2)C1 (stereo not drawn) | 4 | 1 | i | -3 | 0 | -8 | -1.3 | -0.1 | 3 | 4
C=CCOC(=O)c1cn(CC)c2nc(C)ccc2c1=O | 2 | 11 | i | -8 | 1 | 1 | -2.3 | 2.1 | -48 | 1
Cc1nonc1C(=O)N/N=C/c1cc2c(cc1Br)OCO2 | 0 | 0 | i | 0 | 2 | -4 | -1.0 | -2.0 | -6 | -16
CCOC(=O)c1csc(NC(=O)CCSc2ccccc2)n1 | 1 | 0 | i | -2 | 1 | -5 | 0.0 | -0.4 | 5 | -2
O=C(c1cccs1)N1C[C@@H](n2cc(C3CC3)nn2)[C@H](O)C[C@@H]1c1ccc(Cl)cc1 | -3 | -3 | i | 8 | 5 | nt | -1.1 | -0.6 | 6 | 2
COc1ccccc1N1CCN(C(=O)c2cc(=O)c3c(C)cc(C)cc3o2)CC1 | -2 | -1 | i | -1 | 4 | -13 | -1.7 | -1.7 | 5 | 4
Cc1cccc(-n2c(SCC(=O)NCc3ccco3)nnc2-c2ccco2)c1 | -1 | 0 | i | 2 | 0 | 1 | 0.0 | -1.6 | -1 | 1
CC1=CC(c2ccccc2)n2nnnc2N1 (stereo not drawn) | -5 | -2 | i | 0 | 2 | -4 | -1.0 | 0.9 | 11 | 2
O=C(/C=C/c1ccccc1[N+](=O)[O-])N1CCN(c2ccccc2F)CC1 | -5 | 0 | i | 0 | -3 | -2 | -0.5 | 0.7 | 3 | -9
CCn1c(=O)cc(SCC(=O)NCc2ccc(C)o2)c2ccccc21 | 4 | 1 | i | 7 | -1 | -4 | -2.0 | -0.4 | 27 | 5
O=C(NCCc1ccccc1)/C(=N\O)c1ccccc1 | -4 | 0 | i | 0 | 4 | 12 | 0.2 | 0.4 | 8 | 0
CC(=O)Nc1ccccc1Sc1ccccc1 | -6 | -5 | i | -2 | -2 | -3 | -3.2 | -0.6 | -1 | -1
O=C(NCCc1c[nH]c2ccccc12)c1ccc(F)cc1F | -1 | 0 | i | 1 | 2 | -8 | 0.4 | -0.4 | -2 | -3
COc1cc(C=NNC(=O)c2ccc(NS(=O)(=O)c3cccs3)cc2)cc(Br)c1O | 5 | -4 | i | 1 | 0 | -10 | -0.3 | -0.2 | 26 | 12
c1ccc(C2CNCCc3ccccc32)cc1 (stereo not drawn) | -3 | -2 | i | 4 | 0 | -10 | -1.1 | -0.7 | 7 | -2
CC(=O)N[C@H]1[C@H]([C@H](O)[C@H](O)CO)O[C@](O)(C(=O)O)C[C@@H]1O | 5 | -3 | i | -4 | 0 | -1 | -0.7 | -1.5 | 3 | 2
CC1(c2ccc3noc(-c4ccc(Cl)cc4)c3c2)OCCO1 | -4 | 5 | i | 6 | -7 | -13 | 0.6 | -1.7 | 10 | -11
CCCCc1nnc(NC(=O)CSc2nc(N)cc(=O)[nH]2)s1 | 5 | -1 | i | -5 | 3 | -1 | 0.0 | -0.6 | 11 | 3
Cc1cc(=O)oc2cc(NC(=O)c3cccc(S(=O)(=O)N(C)C)c3)ccc12 | 9 | 3 | i | -2 | -2 | -5 | 1.2 | -0.8 | -4 | 1
CCOC(=O)[C@]12CCC=C1N(Cc1ccc(Cl)cc1Cl)C(=O)[C@H](CC(=O)NCc1cccs1)C2 | -4 | nt | nt | 2 | nt | nt | 1.2 | -0.2 | nt | 4
Cc1cc2ccc(C)c(C)c2nc1SCC#N | 5 | 2 | i | -5 | -2 | -5 | 1.7 | -0.5 | 13 | -2
CCOC(=O)C1(Cc2ccccc2)CCN(Cc2cccc3c2OCO3)CC1 | -5 | -1 | i | -12 | 1 | 3 | -0.5 | -0.6 | -1 | -2
CN(c1ccccc1)S(=O)(=O)c1ccc(Cl)c(C(=O)Nc2ccc(N3CCOCC3)cc2)c1 | -5 | -2 | i | 6 | -3 | -4 | -0.6 | -1.6 | -4 | -4
COc1ccc(-c2[nH]ncc2CNCCc2ncccc2C)cc1F | 3 | -4 | i | -3 | -1 | -5 | -0.2 | -0.7 | 5 | 2
O=C(c1c(Cl)cccc1Cl)N1CCN(c2ccccn2)CC1 | -3 | -2 | i | -4 | 3 | 0 | -1.2 | -0.6 | 0 | -3
Cc1ccc(S(=O)(=O)/N=C/N(C)C)cc1 | -7 | -3 | i | 2 | 1 | -14 | -2.5 | -0.3 | -9 | 1
CC1=CC(C)(C)NC(=S)N1c1ccc(C)cc1C | -7 | 3 | i | -2 | -2 | 3 | -2.6 | -0.2 | 8 | 3
O=C(CN1C(=O)NC2(CCCc3ccccc32)C1=O)N1CCN(C(=O)c2ccco2)CC1 (stereo not drawn) | 2 | -10 | i | -5 | 1 | 6 | -2.4 | -1.0 | 8 | -3
O=C(O)CSCC(=O)NCc1csc2ccc(Cl)cc12 | -6 | -2 | i | -2 | 7 | -1 | 0.1 | 0.4 | -1 | -1
O=C(N/N=C/c1cccc(Br)c1)C1CC(=O)N(c2ccccc2)C1 (stereo not drawn) | -6 | 2 | i | 6 | -1 | 50 | 0.4 | -0.3 | 15 | -4
COc1cc(S(=O)(=O)NC2CCCC2)ccc1-n1cnnn1 | -2 | -1 | i | 0 | 0 | -4 | -1.5 | -1.1 | 11 | 1
OCC1CCCN(Cc2ccc(-c3ccccc3)cc2)C1 (stereo not drawn) | -6 | 0 | i | 3 | 2 | -3 | 0.0 | -1.0 | 13 | -3
O=C(C[C@H]1C/C=C\CC[C@H](Cc2ccc(F)cc2)C(=O)OC[C@H]2CCCN2C1=O)NCCO | 4 | -2 | i | 2 | 1 | 4 | 0.1 | -0.3 | 6 | 2
O=C(NCC1CCN(Cc2cccc(Cl)c2)CC1)Nc1ccccc1Cl | -8 | 4 | i | -5 | -7 | -9 | -1.3 | 0.1 | -1 | -1

Continued; the last 2 above are carried over.
SMILES | NadD inh | STEP block | Rpn11 block | CSN inh | DNMT1 block | Scp1 inh | LMPTP block | Tb MetRS inh | MLLE-PAM2 inh | SUMO1 PPI mod
O=C(C[C@H]1C/C=C\CC[C@H](Cc2ccc(F)cc2)C(=O)OC[C@H]2CCCN2C1=O)NCCO | 4 | -2 | i | 2 | 1 | 4 | 0.1 | -0.3 | 6 | 2
O=C(NCC1CCN(Cc2cccc(Cl)c2)CC1)Nc1ccccc1Cl | -8 | 4 | i | -5 | -7 | -9 | -1.3 | 0.1 | -1 | -1
COc1ccc(/C=N\NC(=O)COc2ccccc2Cl)cc1Cn1nc(C)cc1C | 17 | 2 | i | 7 | 6 | 0 | -0.2 | -0.6 | -2 | 0
O=C(C[n+]1cc(Br)cc(Br)c1)c1ccc(-c2ccccc2)cc1 | 6 | 2 | i | 4 | 2 | 8 | 4.5 | -0.2 | -39 | -15
Cc1ccc(S(=O)(=O)N[C@@H](C)C(=O)N2CCC(C(=O)N[C@@H](Cc3ccccc3)C(=O)O)CC2)cc1 | -2 | -3 | i | 1 | 4 | -4 | -1.6 | -0.5 | -8 | 1
COc1cc(NC(=O)COC(=O)CNC(=O)c2ccc(C)cc2)c(C)cc1[N+](=O)[O-] | -6 | 0 | i | 2 | 2 | -1 | -1.8 | -0.4 | 14 | 0
COc1ccccc1-c1cc(C(=O)NCc2ccc(Cl)cc2)no1 | -6 | 2 | i | 2 | -7 | -9 | 4.0 | -0.6 | 9 | 5
CNc1nc(C(=O)O)nc(N2CCOCC2)n1 | -8 | -1 | i | 0 | 2 | -1 | -1.0 | -1.4 | -3 | -3
CC(=O)c1ccc(OCc2cc(=O)n3ccsc3n2)cc1 | 0 | -3 | i | 0 | 2 | -7 | -1.3 | -0.4 | -7 | 2
Cc1ccc(S(=O)(=O)N2CCN(CC(=O)Nc3ccc4c(c3)CCC4)CC2)cc1C | -2 | -1 | i | -5 | -4 | 3 | 2.5 | 0.4 | -4 | -3
CCC(NC(=O)OC(C)(C)C)C(=O)Oc1ccc2c3c(c(=O)oc2c1)CCC3 (stereo not drawn) | -7 | -6 | i | 1 | 3 | -5 | -0.1 | -0.6 | -28 | 1
Cc1ccc(NC(=O)/C=C/c2cccc(C(F)(F)F)c2)cc1 | -10 | 1 | i | 4 | -2 | -13 | 1.4 | -0.2 | -5 | 0
CCc1cc2c(CN(C)Cc3ccccc3F)cc(=O)oc2cc1O | -5 | -1 | i | 4 | -8 | -10 | -6.0 | 0.3 | -15 | 0
COc1ccc(Cc2nnc3c4cnn(C)c4ncn23)cc1 | -1 | 2 | i | -2 | 1 | 3 | -1.2 | 0.0 | 4 | 0
O=C(Cc1csc(NC(=O)Nc2cccc(Cl)c2)n1)NC1CCCC1 | -1 | 2 | i | -2 | -4 | 43 | 1.0 | 0.3 | 0 | 4
O=C(c1ccco1)N1CCN(Cc2cc(=O)c(OCc3ccccc3)co2)CC1 | -5 | -1 | i | 3 | 0 | 7 | -0.5 | -0.7 | 6 | 2
COc1ccc([C@H]2[C@H](C(=O)OC(C)(C)C)N3N=Cc4ccccc4C3C23C(=O)c2ccccc2C3=O)cc1OC (stereo partly drawn) | 7 | 1 | i | -1 | -11 | -11 | 0.9 | -0.5 | 9 | -14
